Screens (PubChem BioAssay)
bub3 – NCI yeast anticancer drug screen, S. cerevisiae bub3 mutant strain; growth inhibition, % at 50 µM; 78,000 tested, 9.9% active;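 further: 0% = growth of vehicle-only cultures of the same strain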
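Whole-cell yeast assay. The mutant strain was incubated with compounds, and growth inhibition was determined by comparison with vehicle-treated cells.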
yeast sgs1 mgt1 – NCI yeast anticancer drug screen, S. cerevisiae sgs1 mgt1 strain; growth inhibition, % at 50 µM; 78,000 tested, 10% active; AID 161;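 further: 0% = growth of vehicle-only cultures of the same strain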
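Growth of a repair-deficient yeast mutant was monitored after compound treatment and expressed as inhibition relative to vehicle-treated cultures.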
yeast cln2 rad14 – NCI yeast anticancer drug screen, S. cerevisiae cln2 rad14 strain; growth inhibition, % at 50 µM; 78,000 tested, 8.3% active;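 further: 0% = growth of vehicle-only cultures of the same strain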
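Yeast strain cln2 rad14, bearing defects in cell cycle control and DNA repair, serves as the test system; values reflect growth inhibition compared with vehicle.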
rad50 – NCI yeast anticancer drug screen, S. cerevisiae rad50 strain. % growth inhibition at 50 µM. AID 155. 79,000 tested, 10% active;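 further: 0% = growth of vehicle-only cultures of the same strain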
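DNA repair mutant yeast, compound exposure, growth read-out; inhibition is taken relative to vehicle.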
yeast mec2-1 – NCI yeast anticancer drug screen, S. cerevisiae mec2-1 strain; % growth inhibition at 50 µM; 79,000 tested, 9% active; AID 157;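 further: 0% = growth of vehicle-only cultures of the same strain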
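Compounds were applied to mec2-1 yeast cells. Their growth was then compared with that of vehicle-treated cultures to give growth inhibition.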
yeast mlh1 rad18 – NCI yeast anticancer drug screen, S. cerevisiae mlh1 rad18 strain; 79,000 tested, 11% active; growth inhibition, % at 50 µM; AID 175;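 further: 0% = growth of vehicle-only cultures of the same strain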
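Vehicle-treated cultures served as the reference for growth inhibition in a yeast strain carrying DNA damage repair alterations exposed to each compound.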
Numbers without * were called inactive; & = joins results of further samples. No stated cut-off is given here; in the data, active means growth inhibition above about 70%; inactive means the rest.

Screening COc1ccc(-c2cc(-c3ccco3)c(C#N)c(=O)n2C2OC(COC(C)=O)C(OC(C)=O)C(OC(C)=O)C2OC(C)=O)cc1 (centres undefined) returned bub3 -2&17, yeast sgs1 mgt1 4&24, yeast cln2 rad14 9&42, rad50 -23&8, yeast mec2-1 2&12 and yeast mlh1 rad18 -19&11.
Screening NS(=O)(=O)c1cccc(C(F)(F)F)c1 returned bub3 -16, yeast sgs1 mgt1 -14, yeast cln2 rad14 -22, rad50 -8, yeast mec2-1 -38 and yeast mlh1 rad18 -7.
`CC(C)(C#N)C(C)(C)c1cnc2ccccc2c1` gave bub3 -2, yeast sgs1 mgt1 -9, yeast cln2 rad14 -52, rad50 15, yeast mec2-1 -7 and yeast mlh1 rad18 -12.
Screening CN(C)CCC(CCc1ccccc1)OC(=O)c1ccccc1 (centres undefined) returned bub3 14, yeast sgs1 mgt1 11, yeast cln2 rad14 20, rad50 8, yeast mec2-1 12 and yeast mlh1 rad18 11.
Nc1nc(=O)[nH]c(=O)[nH]1 was read as bub3 -15, yeast sgs1 mgt1 -7, yeast cln2 rad14 -29, rad50 -5, yeast mec2-1 0 and yeast mlh1 rad18 17.
For CCOC(=O)Cn1c(=O)[nH]c(=O)c2c1ncn2Cc1ccccc1 the results were bub3 30, yeast sgs1 mgt1 -3, yeast cln2 rad14 13, rad50 33, yeast mec2-1 -2 and yeast mlh1 rad18 26.
Screening Cc1ccc(Nc2n[nH]c(=S)s2)cc1C returned rad50 79*, yeast mec2-1 68 and yeast mlh1 rad18 70.
CNC(=O)c1ccc[n+](CC(=O)Nc2ccccc2)c1 was read as bub3 3, yeast sgs1 mgt1 -10, yeast cln2 rad14 -27, rad50 22, yeast mec2-1 -24 and yeast mlh1 rad18 -1.
Screening CC(C)(c1ccc(C(=O)O)cc1)C(CC(=O)O)C(=O)O (centres undefined) returned bub3 -15, yeast sgs1 mgt1 -3, yeast cln2 rad14 -32, rad50 9, yeast mec2-1 2 and yeast mlh1 rad18 -7.
For CCOc1c(N=Nc2ccccc2OC)c(-c2ccccc2)nn1C(=S)S the results were bub3 67, yeast sgs1 mgt1 25, yeast cln2 rad14 6, rad50 33, yeast mec2-1 42 and yeast mlh1 rad18 19.
For COC1=CC(=O)C(C(C)=O)=C(O)C1=O the results were bub3 -6, yeast sgs1 mgt1 -6, yeast cln2 rad14 5, rad50 0, yeast mec2-1 -8 and yeast mlh1 rad18 -4.
For CN(C)CC(CN1CCCC1)C(=O)c1ccccc1 (centres undefined) the results were bub3 66, yeast sgs1 mgt1 66, yeast cln2 rad14 11, rad50 57, yeast mec2-1 41 and yeast mlh1 rad18 75*.
`CSC(=N)N1N=C2c3ccccc3CC[C@@H]2[C@@H]1c1ccccc1` gave bub3 -11, yeast sgs1 mgt1 -19, yeast cln2 rad14 38, rad50 0, yeast mec2-1 -7 and yeast mlh1 rad18 -18.
O=C1NC(=O)[C@H]2C3C=CC([C@@H]12)[C@@H]1C(=O)NC(=O)[C@H]31 was read as bub3 -29, yeast sgs1 mgt1 -22, yeast cln2 rad14 8, rad50 42, yeast mec2-1 22 and yeast mlh1 rad18 -48.
For N#Cc1ccc(OC(=O)Nc2ccccc2Cl)cc1 the results were bub3 15, yeast sgs1 mgt1 21, yeast cln2 rad14 26, rad50 0, yeast mec2-1 -9 and yeast mlh1 rad18 14.
Screening O=C(CCCCCCCCCCc1ccccc1)c1c(O)cccc1O returned bub3 85*, yeast sgs1 mgt1 87*, yeast cln2 rad14 83*, rad50 83*, yeast mec2-1 89* and yeast mlh1 rad18 79*.
For N#Cc1cc2ccccc2nc1N the results were bub3 -6, yeast sgs1 mgt1 -32, yeast cln2 rad14 -36, rad50 -19, yeast mec2-1 -6 and yeast mlh1 rad18 -11.
`C=C[Si](C)(C)COC(=O)/C(C#N)=C/C=C/c1ccccc1` gave bub3 15, yeast sgs1 mgt1 26, yeast cln2 rad14 19, rad50 34, yeast mec2-1 13 and yeast mlh1 rad18 32.
COc1ccc(/C=C/C(=N/NC(=O)c2ccccc2)C(C)CN(C)C)cc1 (centres undefined) was read as bub3 -8, yeast sgs1 mgt1 7, yeast cln2 rad14 49, rad50 6, yeast mec2-1 16 and yeast mlh1 rad18 7.
`Cc1cc2ccccc2c(O)c1C#N` gave bub3 1, yeast sgs1 mgt1 6, yeast cln2 rad14 -4, rad50 32, yeast mec2-1 18 and yeast mlh1 rad18 49.
CCOC(=O)C1=C(C)NC(=O)NC1c1coc2cc(C)cc(C)c2c1=O (centres undefined) was read as bub3 -16, yeast sgs1 mgt1 -2, yeast cln2 rad14 52, rad50 12, yeast mec2-1 -5 and yeast mlh1 rad18 -7.
Cn1c(-c2ccc(-c3cc(-c4cccs4)c(-c4cccs4)n3C)cc2)cc(-c2cccs2)c1-c1cccs1 was read as bub3 2, yeast sgs1 mgt1 15, yeast cln2 rad14 -17, rad50 12, yeast mec2-1 -15 and yeast mlh1 rad18 18.
Screening CC(=O)OC1c2ccccc2-c2ccc([N+](=O)[O-])cc21 (centres undefined) returned bub3 8, yeast sgs1 mgt1 16, yeast cln2 rad14 -14, rad50 -1, yeast mec2-1 -14 and yeast mlh1 rad18 -5.
`CC(Oc1ccc2c(-c3ccccc3)cc(=O)oc2c1)C(=O)O` (centres undefined) gave bub3 3, yeast sgs1 mgt1 21, yeast cln2 rad14 27, rad50 -11, yeast mec2-1 9 and yeast mlh1 rad18 36.
`COc1ccc2c(c1)c(CC(=O)O)c(Br)n2Cc1ccccc1` gave bub3 20, yeast sgs1 mgt1 12, yeast cln2 rad14 21, rad50 28, yeast mec2-1 33 and yeast mlh1 rad18 78*.
CC1CC(O)C2CC1C2(C)C (centres undefined) was read as bub3 -8&5, yeast sgs1 mgt1 4&-3, yeast cln2 rad14 -5&5, rad50 -10&17, yeast mec2-1 -4&-10 and yeast mlh1 rad18 -13&4.
Screening O=C(O)Cc1nc2ccccc2[nH]1 returned bub3 -3, yeast sgs1 mgt1 3, yeast cln2 rad14 15, rad50 26, yeast mec2-1 51 and yeast mlh1 rad18 3.
COc1ccc(/C=C2/C[N+](C)(C)C/C(=C/c3ccc(OC)cc3)C2=O)cc1 was read as bub3 16, yeast sgs1 mgt1 -7, yeast cln2 rad14 6, rad50 10, yeast mec2-1 12 and yeast mlh1 rad18 -2.
CN(C)c1nc2sc3c(c2c(=O)o1)CCCC3 was read as bub3 75*, yeast sgs1 mgt1 54, yeast cln2 rad14 -7, rad50 69, yeast mec2-1 28 and yeast mlh1 rad18 51.
`O=C(O)c1ccccc1NCc1ccco1` gave bub3 -20, yeast sgs1 mgt1 14, yeast cln2 rad14 8, rad50 -15, yeast mec2-1 -41 and yeast mlh1 rad18 -6.
O=C1N=CC2(N=N2)C(=O)N1 was read as bub3 20, yeast sgs1 mgt1 48, yeast cln2 rad14 2, rad50 29, yeast mec2-1 0 and yeast mlh1 rad18 54.
Screening CC1(C)OC2C(CNS(C)(=O)=O)OC(n3cnc4c(N)ncnc43)C2O1 (centres undefined) returned bub3 7, yeast sgs1 mgt1 -12, yeast cln2 rad14 -5, rad50 -3, yeast mec2-1 -5 and yeast mlh1 rad18 -13.
Screening O=[N+]([O-])c1ccc(S(=O)(=O)Cc2ccccc2)c([N+](=O)[O-])c1 returned bub3 99*, yeast sgs1 mgt1 100*, yeast cln2 rad14 99*, rad50 100*, yeast mec2-1 100* and yeast mlh1 rad18 99*.
For CSC(=S)c1ccc(NSc2ccccc2[N+](=O)[O-])cc1 the results were bub3 20, yeast sgs1 mgt1 47, yeast cln2 rad14 14, rad50 8, yeast mec2-1 24 and yeast mlh1 rad18 34.
O=C1CSC(c2ccc(F)cc2F)N1c1nncs1 (centres undefined) was read as bub3 -24, yeast sgs1 mgt1 23, yeast cln2 rad14 -35, rad50 13, yeast mec2-1 -4 and yeast mlh1 rad18 24.
Screening ClC(Cl)C1OCCOCCO1 returned bub3 0, yeast sgs1 mgt1 -10, yeast cln2 rad14 -58, rad50 -16, yeast mec2-1 -10 and yeast mlh1 rad18 -6.

Quoted at random: 6 records from the list, in no set order.
For N#Cc1cc2ccccc2nc1N the results were bub3 -6, yeast sgs1 mgt1 -32, yeast cln2 rad14 -36, rad50 -19, yeast mec2-1 -6 and yeast mlh1 rad18 -11.
`Cc1cc2ccccc2c(O)c1C#N` gave bub3 1, yeast sgs1 mgt1 6, yeast cln2 rad14 -4, rad50 32, yeast mec2-1 18 and yeast mlh1 rad18 49.
O=C1NC(=O)[C@H]2C3C=CC([C@@H]12)[C@@H]1C(=O)NC(=O)[C@H]31 was read as bub3 -29, yeast sgs1 mgt1 -22, yeast cln2 rad14 8, rad50 42, yeast mec2-1 22 and yeast mlh1 rad18 -48.
For COC1=CC(=O)C(C(C)=O)=C(O)C1=O the results were bub3 -6, yeast sgs1 mgt1 -6, yeast cln2 rad14 5, rad50 0, yeast mec2-1 -8 and yeast mlh1 rad18 -4.
CC1CC(O)C2CC1C2(C)C (centres undefined) was read as bub3 -8&5, yeast sgs1 mgt1 4&-3, yeast cln2 rad14 -5&5, rad50 -10&17, yeast mec2-1 -4&-10 and yeast mlh1 rad18 -13&4.
CN(C)c1nc2sc3c(c2c(=O)o1)CCCC3 was read as bub3 75*, yeast sgs1 mgt1 54, yeast cln2 rad14 -7, rad50 69, yeast mec2-1 28 and yeast mlh1 rad18 51.

(cont.)
For CCCCCCCCCCCOCC(=O)OC the results were bub3 -35, yeast sgs1 mgt1 -10, yeast cln2 rad14 -28, rad50 -4, yeast mec2-1 -13 and yeast mlh1 rad18 -21.
`C=CCn1c(=O)c(C(=O)Nc2nc(C34CC5CC(CC(C5)C3)C4)cs2)c(O)c2ccccc21` gave bub3 4, yeast sgs1 mgt1 -14, yeast cln2 rad14 4, rad50 -23, yeast mec2-1 -5 and yeast mlh1 rad18 -19.
`C=C(Cl)/C(=C\Cl)CCC(Cl)C(C)C` (centres undefined) (tested in a mixture with another compound) gave bub3 91*, yeast sgs1 mgt1 91*, yeast cln2 rad14 72*, rad50 68, yeast mec2-1 78* and yeast mlh1 rad18 89*.
CC1=CC(=C2C=CC(=O)C=C2)C=C(C)N1C was read as bub3 2, yeast sgs1 mgt1 -8, yeast cln2 rad14 -4, rad50 6, yeast mec2-1 -6 and yeast mlh1 rad18 -4.
C=CCN(C#N)CC=C was read as bub3 0, yeast sgs1 mgt1 -5, yeast cln2 rad14 6, rad50 -6, yeast mec2-1 -43 and yeast mlh1 rad18 4.
For Cc1cc(O)c(C=O)c(C)c1O the results were bub3 17, yeast sgs1 mgt1 1, yeast cln2 rad14 39, rad50 17, yeast mec2-1 4 and yeast mlh1 rad18 20.
Screening Nc1nccnc1Nc1ccccc1 returned bub3 -12, yeast sgs1 mgt1 -19, yeast cln2 rad14 -4, rad50 6, yeast mec2-1 4 and yeast mlh1 rad18 -15.
O=C(c1ccccc1)C1CCC(C(=O)c2ccccc2)C1=O (centres undefined) was read as bub3 7, yeast sgs1 mgt1 -8, yeast cln2 rad14 18, rad50 16, yeast mec2-1 14 and yeast mlh1 rad18 -17.
Screening O=C(NCCc1c(-c2ccccc2)[nH]c2ccccc12)C1CCCCC1 returned bub3 31, yeast sgs1 mgt1 33, yeast cln2 rad14 -6, rad50 -11, yeast mec2-1 18 and yeast mlh1 rad18 -2.
Screening COc1cc(NCc2c(O)ccc3ccccc23)c2ncccc2c1 returned bub3 8, yeast sgs1 mgt1 13, yeast cln2 rad14 -11, rad50 46, yeast mec2-1 28 and yeast mlh1 rad18 63.
For CC(O)CSCC(C)O (centres undefined) the results were bub3 -8, yeast sgs1 mgt1 -17, yeast cln2 rad14 12, rad50 10, yeast mec2-1 -4 and yeast mlh1 rad18 3.
Screening CCOC(=O)NCc1cccc2ccccc12 returned bub3 11, yeast sgs1 mgt1 -10, yeast cln2 rad14 -89, rad50 3, yeast mec2-1 -3 and yeast mlh1 rad18 2.
O=S(=O)(c1ccccc1)N1CN2CN(C1)CN(S(=O)(=O)c1ccccc1)C2 was read as bub3 -29, yeast sgs1 mgt1 -6, yeast cln2 rad14 -16, rad50 -12, yeast mec2-1 -28 and yeast mlh1 rad18 -4.
Screening Cc1ccc(CNC(=O)NC(C)(C)C)c(C)c1 returned bub3 -6, yeast sgs1 mgt1 -16, yeast cln2 rad14 -93, rad50 -8, yeast mec2-1 -10 and yeast mlh1 rad18 -15.
For CCOc1ccc(OCC)c(NC=O)c1 the results were bub3 -12, yeast sgs1 mgt1 -7, yeast cln2 rad14 8, rad50 -9, yeast mec2-1 -20 and yeast mlh1 rad18 3.
COC(=O)/C(C#N)=C\NC(=S)C(N)=S was read as bub3 91*, yeast sgs1 mgt1 91*, yeast cln2 rad14 90*, rad50 88*, yeast mec2-1 93* and yeast mlh1 rad18 89*.
